From PubChem
NadD block – NadD (S. aureus) enzyme inhibition; purified NadD enzyme, colorimetric absorbance read-out; inhibition, % at 20 µM; 0.78% of 360,000 active; AID 602399; in the data active = inhibition above about 26%; also: some compounds past the cut are filed as inactive
Rpn11 inh – Rpn11 (human) deubiquitinase inhibition; O00487; human 26S proteasome, Ub4-pepOG fluorescence polarization; 20S core pre-blocked with epoxomicin; calls only at 20 µM; 0.59% of 360,000 active; AID 588493;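 active = inhibition at 20 µM, scaled to each plate's controls, above about 33%, limit read from the data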
Target sequence (O00487 whole entry, looked up): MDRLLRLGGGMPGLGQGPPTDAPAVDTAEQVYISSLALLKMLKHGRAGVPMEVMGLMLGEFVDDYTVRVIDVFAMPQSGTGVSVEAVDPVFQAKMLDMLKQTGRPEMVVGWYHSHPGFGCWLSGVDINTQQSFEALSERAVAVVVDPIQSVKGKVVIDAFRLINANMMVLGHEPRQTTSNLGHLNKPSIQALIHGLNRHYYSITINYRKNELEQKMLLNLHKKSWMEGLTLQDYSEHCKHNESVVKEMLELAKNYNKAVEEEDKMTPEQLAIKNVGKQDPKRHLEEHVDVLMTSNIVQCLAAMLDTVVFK
CSN deneddyl inh – blocks human CSN-mediated cullin deneddylation | Q92905 | Purified CSN, SCF-Nedd8-OG deneddylation, fluorescence polarization | inhibition, % at 12.5 µM | 0.38% of 360,000 active | AID 651999;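 active = pattern-corrected inhibition above about 35%, with an unprinted fluorescence ratio check between 0.5 and 1.5, limit read from the data, passing the limit was not always enough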;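 also: 0% = enzyme with substrate and 100% = substrate without enzyme; some results filed as inactive read as strong as hits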
Target sequence (Q92905 whole entry, looked up, one chain of several): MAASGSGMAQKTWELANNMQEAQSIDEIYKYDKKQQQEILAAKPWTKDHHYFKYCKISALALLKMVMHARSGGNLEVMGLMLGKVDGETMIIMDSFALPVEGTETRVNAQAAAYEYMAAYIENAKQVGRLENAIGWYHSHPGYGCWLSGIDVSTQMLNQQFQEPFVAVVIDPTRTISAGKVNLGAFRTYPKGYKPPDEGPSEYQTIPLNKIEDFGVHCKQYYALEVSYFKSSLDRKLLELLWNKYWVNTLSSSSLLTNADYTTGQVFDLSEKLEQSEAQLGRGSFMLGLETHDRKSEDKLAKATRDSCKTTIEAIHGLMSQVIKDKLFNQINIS
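Assay system: purified human Csn5 enzyme expressed in HEK293T cells; measure: % inhibition; also added: SCFSkp2-Nedd8OG substrate at 10 nM final; technique: fluorescence polarization; times: reaction 90 min, room temperature; medium: Tris buffer pH 7.5, NaCl, DTT, Tween-20, trehalose, ovalbumin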
Rin1 Abl inh – blocks binding of human Rin1 to Abl; inhibition, % at 7.35 µM; TR-FRET Rin1/Abl binding, biochemical; AID 588664; 0.4% of 360,000 active; in the data active = inhibition above about 5%, passing the limit was not always enough
Neddyl block – cullin neddylation inhibition; 0.58% of 360,000 active; P61081+Q13564; TR-FRET cullin neddylation, biochemical; calls only at 25 µM; in the data active = inhibition above about 36%
MT1-MMP act inh – blocks activation of human MT1-MMP; P50281; GFP/RFP ratio change, % at 20 µM; 0.061% of 360,000 active; HT1080 RFP-PRO-GFP cells, GFP/RFP ratio fluorescence, overnight; percent of plate control window, DMSO zero; AID 651647;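 active = GFP/RFP ratio change of at least 30% with cell ATP level not reduced by more than half and red fluorescence within 50% of control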; also: strong numbers were not always called active
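Material – HT1080 RFP-PRO-GFP cells · Control set – DMSO wells and RFP-L50D-GFP cells · Incubation – overnight cell settling, then overnight compound exposure, 37 °C, 5% CO2 · Compound dosing – single-point 20 µM compound, 1% DMSO · Read-out – GFP/RFP fluorescence ratio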
FAS-TE inh – blocks the thioesterase domain of human fatty acid synthase; recombinant FAS-TE, OMFH fluorogenic substrate, fluorescence endpoint; 0.67% of 360,000 active; inhibition, % at 15 µM;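 active = compounds whose normalised, plate-corrected inhibition of enzyme fluorescence in the single-dose primary screen is 50% or more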;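 also: 0% = DMSO with enzyme and 100% = substrate without enzyme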
PABP1 MLLE inh – blocks PAM2 peptide binding to the PABP1 MLLE domain. P11940. GST-MLLE / FITC-PAM2 fluorescence polarization. inhibition, % at 20 µM. 0.36% of 360,000 active; in the data active = inhibition above about 35%, passing the limit was not always enough;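 also: plate controls were DMSO wells with GST-MLLE for no effect and wells lacking GST-MLLE protein for full effect; some results filed as inactive read as strong as hits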
SKN-1 block – inhibitors of C. elegans SKN-1; C. elegans VP596 Pgst-4::GFP/RFP ratio, acrylamide-induced, 24 h; 0.49% of 360,000 active; AID 624304; inhibition, % at 21.8 µM;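 active = interference check ratio from 0.5 to 1.5 plus GFP to RFP signal ratio inhibition reaching or exceeding a fixed threshold, cut at about 30% in these data, passing the limit was not always enough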; also: some compounds called inactive have numbers as strong as hits
An asterisk follows results filed as active; i = inactive; x = no result given. Outcome played no part in choosing rows. Share with any hit: about 3.9%.

Order of results – NadD block	MT1-MMP act inh	SKN-1 block	Neddyl block	PABP1 MLLE inh	CSN deneddyl inh	Rin1 Abl inh	FAS-TE inh	Rpn11 inh
> COc1ccc(C(=O)NCCN2C(=O)S/C(=C\c3cccnc3)C2=O)c(OC)c1OC
→ 2	-7	-6	i	12	-1	-2	-5	i
> CC(CN1CCOCC1)OC(=O)c1ccccc1Br (stereo not given)
→ 1	-3	-24	i	1	-3	-2	-10	i
> CC(=O)Nc1ccc(NC(=O)C2CCCN2C(=O)Nc2ccccc2[N+](=O)[O-])cc1 (stereo not given)
→ -2	15	3	i	11	5	-8	-5	i
> O=C(COC(=O)C1CC(=O)N(Cc2ccccc2)C1)c1ccc(Br)cc1 (stereo not given)
→ -2	2	-3	i	-3	8	2	-4	i
> O=[N+]([O-])c1cc(Cl)ccc1NCCNc1ncc(C(F)(F)F)cc1Cl
→ -10	7	5	i	8	7	-3	24	i
> CC(C)c1ccccc1NC(=O)Nc1ccc(F)cc1F
→ -5	-1	4	i	-18	-5	-1	-3	i
> COc1ccc(C2=NOC(C(=O)NCc3ccc(F)cc3)C2)cc1OC (stereo not given)
→ 2	9	16	i	-12	8	-2	-1	i
> OC(c1ccc(F)cc1)c1nc(-c2cc3ccccc3o2)cs1 (stereo not given)
→ -5	-2	25	i	9	3	-4	36	i
> C=CCSC1=C(C#N)C(c2ccccc2OCC)CC(=O)N1 (stereo not given)
→ -3	4	1	i	18	-5	0	-5	i
> COc1ccccc1NS(=O)(=O)c1ccc(Br)s1
→ -3	-10	-3	i	-35	3	0	0	i
> COc1cccc(Nc2nc(-c3sc(N)nc3C)cs2)c1
→ 29	-10	19	i	-29	14	-4	-1	i
> COc1ccc(SCC(=O)c2cc(C)c(OC(=S)N(C)C)c(C)c2)cc1
→ -4	-3	-8	i	22	3	-2	12	i
> Cc1ccccc1OCCN1C(=O)NC2(CCCc3ccccc32)C1=O (stereo not given)
→ -6	2	17	i	-9	9	1	13	i
> CN(C(=O)CSc1nnnn1-c1ccc(O)cc1)C1CCCCC1
→ -1	-4	21	i	1	-3	0	-8	i
> CN(C(=O)CCc1nc2ccccc2s1)c1ccccc1
→ 1	-1	1	i	8	-1	-1	-9	i
> CCOC(=O)c1ccc2[nH]c(C)c(C)c2c1
→ 0	3	5	i	6	-1	-1	-3	i
> CCCC(O)(CCC)C(=O)NNc1ccc(C)cc1
→ -4	-1	-6	i	10	-5	0	-8	i
> CC(=O)c1c(C)[nH]c(C(=O)CN2C(=O)NC(C)(c3ccc(C)cc3)C2=O)c1C (stereo not given)
→ -10	x	11	i	-5	2	-3	12	i
> COC(=O)c1cc(C#N)c(Oc2ccc(OC)cc2)nc1C
→ -1	2	4	i	-1	-2	-2	7	i
> CCCCNC(=O)CCC(=O)NNc1nc2ccccc2c2nc(C)nn12
→ 1	10	-3	i	10	-4	2	-10	i

Some entries already given, showing only Rin1 Abl inh.
mol | Rin1 Abl inh
CN(C(=O)CSc1nnnn1-c1ccc(O)cc1)C1CCCCC1 | 0
CN(C(=O)CCc1nc2ccccc2s1)c1ccccc1 | -1

(more compounds)
Order of results – NadD block	MT1-MMP act inh	SKN-1 block	Neddyl block	PABP1 MLLE inh	CSN deneddyl inh	Rin1 Abl inh	FAS-TE inh	Rpn11 inh
> Cc1oc(-c2ccccc2F)nc1CS(=O)CC(=O)NCc1ccc2c(c1)OCO2 (stereo not given)
→ 1	0	14	i	17	-7	-1	-7	i
> COc1ccccc1N1CCN(/N=C/c2ccc([N+](=O)[O-])cc2)CC1
→ 4	6	-5	i	5	-2	1	25	i
> CC(C)(C)c1ccc(-n2ncc3c2CCCC3NC(=O)CN2CCCC2=O)cc1 (stereo not given)
→ 0	-2	2	i	9	1	-1	-1	i
> Cc1ccc(NC(=S)N2CCN(S(=O)(=O)c3c(F)cccc3F)CC2)cc1C
→ -9	-1	9	i	-89	-4	1	4	i
> CCOC(=O)c1c(C)nc2sc3c(=O)n(-c4ccc(C)cc4)cnc3c2c1-c1ccc(OC)cc1
→ 12	1	1	i	-14	-1	-1	10	i
> CC1(C(=O)O)C=CC2(CCCCC2)N1C(=O)c1ccccc1 (stereo not given)
→ -3	-2	11	i	11	-1	-2	-5	i
> Cc1ccc(C(=O)Nc2ncc(C)s2)o1
→ 2	6	6	i	-2	5	-6	-9	i
> COc1ccc(CC2(C)OC(c3ccc([N+](=O)[O-])cc3)=NN2C(C)=O)cc1 (stereo not given)
→ -13	-3	-10	i	-4	-8	-2	16	i
> Cc1ccc(NC(=O)NC2CCCc3ccccc32)cc1 (stereo not given)
→ -2	-2	4	i	10	1	-1	-3	i
> COc1ccc(C2CC(=O)c3c(O)cc(O)cc3O2)c(CC=C(C)C)c1OC (stereo not given)
→ 1	1	-2	i	6	-1	2	20	i
> C[N+]1(CC2COC3(CCCCC3)O2)CCCCC1 (stereo not given)
→ 11	-3	-20	i	-132	2	1	-7	i
> CCCc1nnc(SCC(=O)N2CCCCC2)n1CCCOC
→ 6	1	3	i	-1	2	0	-7	i
> Cc1ccc(C2(C)NC(=O)N(CC(=O)NCCN3C(=O)S/C(=C\c4cccnc4)C3=O)C2=O)cc1 (stereo not given)
→ 5	-9	-21	i	11	-1	-4	-5	i
> O=C(N/N=C/c1cc(Br)c(O)c(Br)c1O)c1cccnc1
→ 6	0	16	i	-58	7	0	0	i
> CC(=O)Nc1cncc(-c2cccc(C(=O)N3CCOCC3)c2)n1
→ 2	-1	0	i	-6	-1	-1	-8	i
> CSc1ccc(S(=O)(=O)NCCSC(C)(C)C)cc1
→ -4	2	1	i	11	-3	-2	6	i
> COc1ccc(C(C(=O)NC2CCCC2)N(C(=O)c2ccoc2C)c2cc(C)cc(C)c2)cc1 (stereo not given)
→ -5	-27	-8	i	-3	4	2	16	i
> COC(=O)CCS(=O)(=O)c1cc(Cl)ccc1Cl
→ -2	3	4	i	2	-2	0	-5	i
> O=C(NCc1ccco1)c1cc(-c2cccnc2)nc2ccc(Cl)cc12
→ 11	0	16	i	14	-4	4	7	i
> OC(CN1CCOCC1)c1ccc(F)cc1 (stereo not given)
→ 6	-4	1	i	-1	0	8	-15	i

Of the compounds above, 2 contain a tert-butyl group.
Order of results – NadD block	MT1-MMP act inh	SKN-1 block	Neddyl block	PABP1 MLLE inh	CSN deneddyl inh	Rin1 Abl inh	FAS-TE inh	Rpn11 inh
> CC(C)(C)c1ccc(-n2ncc3c2CCCC3NC(=O)CN2CCCC2=O)cc1 (stereo not given)
→ 0	-2	2	i	9	1	-1	-1	i
> CSc1ccc(S(=O)(=O)NCCSC(C)(C)C)cc1
→ -4	2	1	i	11	-3	-2	6	i

Following part
Order of results – NadD block	MT1-MMP act inh	SKN-1 block	Neddyl block	PABP1 MLLE inh	CSN deneddyl inh	Rin1 Abl inh	FAS-TE inh	Rpn11 inh
> O=C(Nc1cccn(Cc2c(Cl)cccc2Cl)c1=O)c1ccc(Cl)cc1Cl
→ 8	-6	-18	i	-2	1	3	15	i
> COc1ccc(NC(=O)CN2C(=O)c3cccc4cccc2c34)cc1OC
→ 6	6	-26	i	4	3	-6	-6	i
> COc1ccc(C2/C(=C(\O)c3ccc4c(c3)OCCO4)C(=O)C(=O)N2c2nc(C)c(C(C)=O)s2)cc1 (stereo not given)
→ 14	-3	18	i	6	-7	1	6	i
> C=C(C)C(=O)Oc1ccc(N=Nc2ccc(C)cc2)ccc1=O
→ 11	22	2	i	7	21	7	2	i
> O=C1CSc2ccc(C(=O)O)cc2N1
→ 7	0	4	i	7	-4	-3	-5	i
> O=C(OCc1ccccc1)N1CCOCCN(C(=O)OCc2ccccc2)CCOCC1
→ -5	-3	-2	i	13	-1	2	2	i
> COC(=O)NCC12CC3CC(C1)CC(CNC(=O)OC)(C3)C2
→ -2	1	-13	i	12	3	2	-6	i
> CCC(C)NC(=O)CN(c1ccc2c(c1)OCO2)S(=O)(=O)c1c(C)n[nH]c1C (stereo not given)
→ -6	-3	-3	i	7	-4	1	-6	i
> COc1ccc(C2=NO[C@@H]3C(=O)N(c4cccc(C)c4C)C(=O)[C@H]23)cc1OC
→ -4	2	6	i	2	0	1	1	i
> CCN(CC(=O)NCc1ccc(F)cc1)C(=O)c1ccc(C)o1
→ -1	0	-17	i	-9	6	2	-5	i
> CCc1nnc(NC(=O)CN2CCN(Cc3ccccc3C)CC2)s1
→ -9	3	9	i	-4	-4	-1	-3	i
> CC1=C(C#N)C(c2cccnc2)C2=C(CCCC2=O)N1 (stereo not given)
→ -4	3	-22	x	3	-3	-2	-5	i
> O=C(CCC(=O)N(CC(=O)NC1CCCCC1)Cc1ccco1)Nc1nccs1
→ -4	1	-1	i	-3	-1	0	0	i
> O=S(=O)(c1ccc(F)cc1)N1CCc2ccccc21
→ 1	-2	63	i	-51	48*	-1	-3	i
> CN=C(C)/C(C(=O)OC)=C(/O)c1ccc(Cl)cc1Cl
→ -2	0	2	i	-15	2	1	-4	i
> COC(=O)CC1Oc2ccccc2N(Cc2ccc(C)cc2)C1=O (stereo not given)
→ -10	-2	2	i	10	8	0	7	i
> CCCCC(=O)OCC(=O)c1ccc(OCC)cc1
→ -2	1	9	i	-5	1	-4	5	i
> O=C(NCC1CCCO1)c1ccc(Br)c(S(=O)(=O)N2CCOCC2)c1 (stereo not given)
→ 2	1	5	i	2	-1	-1	-3	i
> O=C(CCc1nnc(CCCCc2ccccc2)o1)NCCN1CCCCC1=O
→ 0	-1	0	i	-7	3	3	-1	i
> CC1CCN(C(=S)NC(=O)c2ccccc2Br)CC1
→ -1	-3	-7	i	15	14	-1	-7	i
> CCc1nn2c(=O)cc(CSc3nc(C)cc(=O)[nH]3)nc2s1
→ 0	-2	-5	i	-18	4	1	-6	i
> CSc1ncc(-c2ccc(Cl)cc2)[nH]1
→ 0	0	11	i	-4	2	-1	-5	i
> CCOc1cc(CN2CCN(c3cccc(C(F)(F)F)c3)CC2)ccc1O
→ -8	3	-2	i	-1	1	-1	5	i

Structural class: those above containing a COOH group.
Order of results – NadD block	MT1-MMP act inh	SKN-1 block	Neddyl block	PABP1 MLLE inh	CSN deneddyl inh	Rin1 Abl inh	FAS-TE inh	Rpn11 inh
> CC1(C(=O)O)C=CC2(CCCCC2)N1C(=O)c1ccccc1 (stereo not given)
→ -3	-2	11	i	11	-1	-2	-5	i
> O=C1CSc2ccc(C(=O)O)cc2N1
→ 7	0	4	i	7	-4	-3	-5	i
